USP1-UAF1 inh – Inhibitors of USP1/UAF1: Primary Screen; Ubiquitin carboxyl-terminal hydrolase 1 (Homo sapiens), O94782; recombinant USP1/UAF1, Ub-Rhodamine cleavage fluorescence; Potency, µM (top dose mostly 57.1 µM), for the others: at the highest dose activity change, negative = inhibition, hits mostly inhibitors; 390,000 compounds, 0.23% hits; also: potency is read from the fitted curve at half-maximal effect; % is scaled to controls: 0 for no effect and ±100 for the full control effect; nearly all actives have a fitted effect of over 60% in size; inactives centre near -12
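High-throughput fluorogenic screen: 1nM USP1/UAF1 complex, Ub-Rho substrate 150nM final, 50mM HEPES pH 7.8 with 0.5mM EDTA, 0.1 mg/ml BSA, 1mM TCEP and 0.01% Tween-20.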
LDHA inh – qHTS assay for inhibitors of human lactate dehydrogenase; activity change, % (values are at about 110 or 230 µM); AID 1347041, 2019; purified LDHA, NADH/diaphorase-resazurin fluorescence; stronger effect = lower value; L-lactate dehydrogenase A chain (Homo sapiens), P00338; 480,000 compounds, 0.15% hits; in the data active = activity change below about -30%; inconclusive = mostly about -25% to -30%;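 also: plate controls were DMSO wells for no effect and wells without enzyme for full effect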
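Human LDH5 at 2 nM final in Tris HCl pH 7.4 with 0.06 mM NADH and 0.2 mM pyruvate, reacted 5 minutes at room temperature. Remaining NADH coupled via diaphorase/resazurin; resorufin fluorescence read at 0 and 20 minutes, normalized to enzyme-free and DMSO wells.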
PI4K2A block – qHTS for small molecular inhibitors of PI4K2A. Phosphatidylinositol 4-kinase type 2-alpha (Homo sapiens), Q9BTU6. purified PI4K2A, ADP-Glo luminescence, 1 h; stronger effect = lower value. activity change, negative = inhibition, % at 76.9 µM. 420,000 compounds, 0.13% hits. AID 1346378, 2018; in the data active = activity change below about -50%; inconclusive = mostly about -30% to -49%;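 also: -100% = wells without enzyme as full effect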
Target sequence (Q9BTU6 whole entry, looked up): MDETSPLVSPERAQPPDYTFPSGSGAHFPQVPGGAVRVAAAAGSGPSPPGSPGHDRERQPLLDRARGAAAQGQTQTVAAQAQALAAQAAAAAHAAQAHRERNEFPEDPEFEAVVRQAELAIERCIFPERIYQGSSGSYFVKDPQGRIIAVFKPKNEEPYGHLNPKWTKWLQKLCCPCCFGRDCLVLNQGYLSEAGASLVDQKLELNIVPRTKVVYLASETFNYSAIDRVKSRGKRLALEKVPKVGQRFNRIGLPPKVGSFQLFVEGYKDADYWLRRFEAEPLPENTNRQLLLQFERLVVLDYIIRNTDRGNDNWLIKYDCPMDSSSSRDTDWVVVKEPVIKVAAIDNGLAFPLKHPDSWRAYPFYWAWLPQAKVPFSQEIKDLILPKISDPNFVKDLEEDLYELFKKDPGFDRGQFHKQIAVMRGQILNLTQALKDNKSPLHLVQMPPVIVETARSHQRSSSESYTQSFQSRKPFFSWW
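In this quantitative HTS, ADP production by PI4K2A was quantified luminescently after 1 h at ambient temperature; 100 microM adenosine served as plate-quality control.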
RXFP1 agonist – qHTS Assay for Agonists of the Relaxin Receptor RXFP1; 370,000 compounds, 0.3% hits; Potency, µM (series often up to 57.5 µM), for the others: top-dose activation, hits mostly activators; AID 2676, 2010; HEK293T-RXFP1 cAMP TR-FRET, 30 min; response scale: percent of porcine relaxin response, buffer zero; also: potency is read from the fitted curve at half-maximal effect; % is scaled to controls: 0 for no effect and ±100 for the full control effect; nearly all actives have a fitted effect of over 60% in size; many of its hits are not listed in these tables
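HEK293 cells stably expressing RXFP1, treated 30 min at 37C with compounds plus PDE4 inhibitor Ro 20174; cAMP measured by HTRF TR-FRET. Normalized to buffer and 29 nM porcine relaxin; EC50 by Hill fit.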
GRP78 ERSR act – qHTS for Inducers of the Endoplasmic Reticulum Stress Response (ERSR) in Human Glioma: qHTS; U87-MG GRP78 promoter luciferase reporter, 16 h; Potency, µM, without a hit: at the top dose activation, actives largely listed as activators; 420,000 compounds, 0.02% hits; AID 602332, 2012; also: potency is read from the fitted curve at half-maximal effect; series mostly up to about 76 µM; % of control where 0% means no effect; nearly all actives have a fitted effect of over 35% in size
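Stably transfected U87-MG human glioma cells carrying a GRP78-based luminescent sensor were seeded at 1000 cells/well, pin-dosed with compounds and incubated 16 h. Luciferase reagent was then added, and end-point luminescence was read after 10 min at room temperature.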
IDH1 R132H inh – qHTS for Inhibitors of mutant isocitrate dehydrogenase 1 (IDH1): qHTS; Isocitrate dehydrogenase [NADP] cytoplasmic (Homo sapiens), O75874; IDH1-R132H enzyme, NADPH consumption, diaphorase/resazurin fluorescence; Potency, µM (titrated, usually from 76.6 µM), without a hit: at the top dose activity change, negative = inhibition, hits mostly inhibitors; 390,000 compounds, 0.093% hits; AID 602179, 2012; also: potency is read from the fitted curve at half-maximal effect; % is scaled to controls: 0 for no effect and ±100 for the full control effect; nearly all actives have a fitted effect of over 65% in size
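IDH1-R132H (0.5 ug/mL dispensed) in pH 7.5 Tris buffer was preincubated 30 min with compound, then given a substrate mix of 0.016 mM NADPH and 2 mM alpha-KG for 80 min at room temperature; remaining NADPH was read by diaphorase/resazurin fluorescence.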
TrxR1 substrate – qHTS Assay for Substrates of Mammalian Selenoprotein Thioredoxin Reductase 1 (TrxR1): qHTS | Thioredoxin reductase 1, cytoplasmic (Rattus norvegicus), O89049 | purified TrxR1 substrate turnover, NADPH consumption readout | AID 588456, 2011 | 390,000 compounds, 0.01% hits | Potency, µM (series often up to 114 µM), for inactives: at the highest dose activity change, negative = substrate turnover; also: potency is read from the fitted curve at half-maximal effect; % is scaled to controls: 0 for no effect and ±100 for the full control effect; nearly all actives have a fitted effect of over 50% in size
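Rat TrxR1, dispensed at 90 nM, was prereduced with 400 uM NADPH (final) for 5 min at ~22 deg C, then incubated with compound 15 min before 400 uM selenite. A first-read NADPH fluorescence drop versus no-compound background flagged substrates.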
Vif-A3G inh – qHTS for Inhibitors of Vif-A3G Interactions: qHTS; 410,000 compounds, 0.076% hits; Potency, µM (top dose mostly 46.1 µM), for inactives: at the top dose activity, negative = active, actives largely listed as inhibitors; AID 602310, 2012; HeLa A3G-eYFP + Vif (tagged APOBEC3G with the HIV-1 protein that degrades it), YFP fluorescence, overnight; DNA dC->dU-editing enzyme APOBEC-3G (Homo sapiens), Q9HC16;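 also: potency is read from the fitted curve at half-maximal effect; % is scaled to controls: 0 for no effect and ±100 for the full control effect; nearly all actives have a fitted effect of over 60% in size; hits raise eYFP signal because A3G escapes Vif-driven loss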
Target sequence (Q9HC16 whole entry, looked up): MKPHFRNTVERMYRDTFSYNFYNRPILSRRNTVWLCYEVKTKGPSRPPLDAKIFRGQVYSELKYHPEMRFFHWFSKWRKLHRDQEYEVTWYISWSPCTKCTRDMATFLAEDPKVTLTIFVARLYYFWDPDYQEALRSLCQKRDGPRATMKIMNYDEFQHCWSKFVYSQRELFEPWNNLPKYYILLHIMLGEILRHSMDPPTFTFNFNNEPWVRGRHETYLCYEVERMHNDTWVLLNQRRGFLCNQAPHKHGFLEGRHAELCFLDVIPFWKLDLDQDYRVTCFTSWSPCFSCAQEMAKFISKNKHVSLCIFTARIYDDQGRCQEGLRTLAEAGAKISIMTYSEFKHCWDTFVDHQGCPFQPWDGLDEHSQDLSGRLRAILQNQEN
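HeLa cells stably expressing Vif and C-terminally eYFP-tagged A3G, seeded overnight at 37 deg C, then exposed to compound by pintool overnight at 37 deg C. Rise in yellow fluorescence (Ex 488/Em 500-530, Acumen) marks blocked Vif-driven A3G degradation.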
Vif-APOBEC3F blk – qHTS for Inhibitors of Vif-A3F Interactions: qHTS. HeLa A3F-eYFP + Vif (tagged APOBEC3F with the HIV-1 protein that degrades it), YFP fluorescence increase. Potency, µM (top dose mostly 46.1 µM), for the others: at the highest dose activity, negative = active. 390,000 compounds, 0.2% hits. AID 602313, 2012; also: potency is read from the fitted curve at half-maximal effect; % of control where 0% means no effect; nearly all actives have a fitted effect of over 65% in size
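HeLa cells stably expressing A3F-eYFP plus Vif, plated and incubated overnight at 37 deg C, then exposed to compounds overnight at 37 deg C. Blocked degradation read as raised yellow fluorescence (Ex 488/Em 500-530).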
* = called active by the depositor; ? = inconclusive; . = no result given; & = joins results of further samples; [ ] = dose if it differs, or a comment. Unless noted, calls follow the shape of the dose curve; as a rule, active = well fitted curve in the direction sought with a large enough effect; inconclusive = small, poorly fitted or top-dose-only effect, or another doubt; inactive = no such curve, though single readings can be large; an effect the other way counts as inactive or inconclusive. The list is partial; rates above refer to the full screens.

Compound	USP1-UAF1 inh	LDHA inh	PI4K2A block	RXFP1 agonist	GRP78 ERSR act	IDH1 R132H inh	TrxR1 substrate	Vif-A3G inh	Vif-APOBEC3F blk
Cc1ccc(S(=O)(=O)CCC(=O)Nc2nnc(-c3ccco3)o2)cc1	-13%	-1	-2	0.3%	0%	-3%	-8%	-6%	9%
N=C(c1ccc([N+](=O)[O-])cc1)N1CCCCC1	5%	-4	1	1.4%	-1%	-7%	3%	2%	-2%
CNCc1cc(Br)c(OCC(=O)Nc2ccccc2OC)c(OC)c1	-17%	-9	8	2.4%	-5%	16%	5%	11%	?
Cc1cc2[nH]c(=O)c3ccccc3n2n1	0%	-1	-4	1.3%	-1%	-5%	-1%	-1%	0%
CSc1nnnn1-c1ccc(C(=O)OCC(=O)N2CCOCC2)cc1	-11%	-3	-2	24%	-5%	4%	2%	3%	-1%
CCOc1ccccc1NC(=O)c1ccc(S(=O)(=O)N(C)c2ccccc2)cc1	-18%	-6	-1	0.3%	-2%	2%	1%	-2%	1%
NC1=C(O)C(=O)C(c2ccccc2)O1 (configuration not stated)	-7%	1	-4	-2.3%	-1%	6%	6%	2%	0%
Cc1nn(C)c2c1c(C(F)(F)F)cc(=O)n2C(C)C(=O)NCCc1ccc(Cl)cc1 (configuration not stated)	-26%	-2	4	-0.5%	-4%	-11%	5%[57.1 µM]	-2%	3%
Cc1ccc(OCc2cc(C(=O)N(C)CCc3ccccn3)no2)cn1	-13%	0	-6	0.7%	0%	7%	5%	7%	0%
COc1ccc(CCC(=O)Nc2ccc(C)c(S(=O)(=O)N(C)C)c2)cc1OC	-8%	0	4	-0.1%	-4%	3%	-13%	1%	7%
Brc1ccc(-c2csc(N3CCCCCC3)n2)cc1	-22%	-1	1	4.0%	3%	0%	0%	0%	3%
CC1(C)CC(N(Cc2cccs2)C(=O)c2ccco2)CCO1 (configuration not stated)	-9%	-3	2	-0.8%	1%	0%	13%[57.1 µM]	0%	-25%
Nc1nnc(SCc2ccccc2)n1-c1ccccc1	-15%	1	2	-3.9%	3%	3%	-5%	0%	-7%
COCCSc1ccccc1C(=O)N1CCN(c2ccccc2)CC1	-10%	-1	5	1.3%	-4%	14%	-2%	4%	3%
Cc1cccc(C(=O)N[C@H](C(=O)Nc2nc3ccccc3[nH]2)C(C)C)c1	-18%	0	6	3.0%	-5%	1%	-6%	-17%	-2%
CC(OC(=O)c1ccc2c(=O)n3c(nc2c1)CCCCC3)C(=O)Nc1ncc(Cl)cc1Cl (configuration not stated)	-12%	-3	-7	2.7%	-4%	11%	2%	-1%	6%
COc1ccc2c(c1)CN(C)S(=O)(=O)c1ccccc1-2	-23%	-4	1	.	-3%	3%	27%	4%	-1%
O=C(Nc1ccc2c(c1)OCCO2)c1ccc2nccnc2c1	-3%	0	-12	3.8%	-6%	5%	-2%	0%	5%
CC[C@@H]1C(c2ccc(F)cc2)=NN(c2ccccc2)[C@H]1C(=O)N1CCOC1=O	?	2	-2	.	-4%&0%	-2%	-1%	-3%	6%
Cc1cccc(NC(=O)C2=C(O)c3ccccc3N(C)S2(=O)=O)c1	-8%	-6	-2	-2.0%	5%	14%	-12%	1%	5%
COc1cc2[nH]c(C)c(CCN3CCN(c4ccccc4)CC3)c2cc1OC	.	5	.	.	-4%	.	-7%	1%	.
Cc1ccc(C(=O)Nc2cccc3ncccc23)cc1[N+](=O)[O-]	-10%	-1	-3	-0.1%	-2%	1%	4%	0%	-8%
Cc1oc(S(=O)(=O)N2CCOCC2)cc1C(=O)Nc1ccc(Cl)cc1	-15%	-3	3	0.9%	-1%	0%	3%[11.4 µM]	0%	9%
Cc1cc(Cn2nc(-c3ccccc3)cc2C(=O)NCc2cccc(Br)c2)on1	10%	-12	-6	-0.1%	-4%	6%	18%[57.1 µM]	-8%	4%
Cc1ccn2cc(CCNS(=O)(=O)c3ccc(F)c(C(F)(F)F)c3)nc2c1	-1%	1	-1	0.2%	-1%	2%	4%	0%	0%

Single entries from the list:
In PI4K2A block, Cc1ccc(C(=O)Nc2cccc3ncccc23)cc1[N+](=O)[O-] has the entry -3
In USP1-UAF1 inh, Cc1cccc(NC(=O)C2=C(O)c3ccccc3N(C)S2(=O)=O)c1 has the entry -8%

Three compounds already listed, arranged by the value under Vif-APOBEC3F blk, lowest first:
Structure | USP1-UAF1 inh | PI4K2A block | IDH1 R132H inh | TrxR1 substrate | Vif-APOBEC3F blk
CC1(C)CC(N(Cc2cccs2)C(=O)c2ccco2)CCO1 (configuration not stated) | -9% | 2 | 0% | 13%[57.1 µM] | -25%
Nc1nnc(SCc2ccccc2)n1-c1ccccc1 | -15% | 2 | 3% | -5% | -7%
Cc1cccc(NC(=O)C2=C(O)c3ccccc3N(C)S2(=O)=O)c1 | -8% | -2 | 14% | -12% | 5%

The list continues:
Compound	USP1-UAF1 inh	LDHA inh	PI4K2A block	RXFP1 agonist	GRP78 ERSR act	IDH1 R132H inh	TrxR1 substrate	Vif-A3G inh	Vif-APOBEC3F blk
COC(=O)C(NC(=O)c1ccc(Cl)cc1)(Nc1nc(C)cs1)C(F)(F)F (configuration not stated)	-13%	-2	-2	-0.1%	-6%	-1%	-4%	0%	10%
CCOc1cccc(NC(=O)c2ccc(S(=O)(=O)N(C)C)cc2)c1	-12%	-3	0	0.0%	-5%	1%	1%	3%	6%
CCOC(=O)c1c(C)sc(Sc2ccc(Cl)cc2[N+](=O)[O-])c1OC	-5%	-5	-2	-0.4%	-4%	1%	5%[57.1 µM]	-3%	2%
O=C(NCC1CCCO1)Nc1ccccc1 (configuration not stated)	-20%	-8	5	-1.2%	2%	16%	-3%	1%	-8%
Cc1c(CNCCCc2ccccc2)c(C(=O)O)c(C)n1Cc1cccc(Cl)c1	-13%	0	-3	-1.5%	-2%	-15%	1%	4%	5%
Cc1ccc(C)c(NC(=O)COC(=O)CCC(=O)c2cccs2)c1	-23%	-2	0	1.6%	-2%	-3%	5%	1%	-2%
CCCn1cc(SCC(=O)NCc2ccco2)c2ccccc21	-9%	-2	-1	1.9%	1%	13%	-6%	-2%	-15%
O=C(Nc1nnc(SCc2ccc(F)cc2)s1)c1cnccn1	-18%	5	1	1.1%	0%	3%	-21%[57.1 µM]	-3%	-15%
COc1ccc2[nH]c3c(c2c1)CCN1C(=O)C(CC(=O)NC(C)(C)C)C[C@H](C(=O)N2CCCCC2)[C@@]31CCc1ccccc1 (some centres not stated)	-21%	0	0	.	-2%	0%	1%	-6%	3%
CCOc1ccc(S(=O)(=O)NCCC(=O)OCC(=O)Nc2cc(C)on2)cc1	-16%	1	-2	-3.9%	-3%	-1%	0%	0%	-7%
c1ccc(NCc2cccc3ccccc23)nc1	-25%	-2	-1	2.0%	5%	-2%	-1%	2%	-1%
NS(=O)(=O)c1ccc(NC(=O)COC(=O)C2CCCCC2)cc1	-19%	-4	1	0.2%	3%	4%	8%[57.1 µM]	-3%	-2%
O=c1[nH]cnc2cc(Cl)ccc12	-18%	3	0	2.7%	-2%	3%	2%[11.4 µM]	-10%	9%
COc1ccc(CCNC(=O)CSc2nnc3ccccn23)cc1	-11%	-5	1	2.9%	-3%	6%	-20%[57.1 µM]	-7%	?
CC1(C)CC(=O)C=C(Nc2cccc(Cl)c2Cl)C1	6%	3	-7	.	-3%	-2%	-7%	1%	1%
CSc1ccccc1C(=O)Nc1nccs1	-5%	-2	8	-0.5%	-1%	13%	-2%	2%	3%
O=C(Nc1cccc2cccnc12)c1ccccc1Br	-24%	2	-5	.	2%	3%	6%	-7%	?
COC(=O)c1ccccc1NC(=O)c1c(O)c2c([nH]c1=O)CCCC2	6%	-10	-2	-0.5%	15%	-1%	-4%	-1%	-4%
